# Source: PubChem BioAssay (several laboratories)
# Measles CPE = protection of cells from measles virus. protection (pct of control), % at 4 µM. Measles virus-infected cells, CPE protection, absorbance. hit rate 1.5% among 140,000; in the data active means protection mostly above about 24%, no sharp cut-off; inactive means mostly below about 26%; further: some compounds called inactive have numbers as strong as hits
# GALR2 blocker = antagonists of human galanin receptor 2 (GALR2); GALR2-expressing cells, antagonist mode; hit rate 0.39% among 140,000; O43603; inhibition, % at 4 µM; in the data active means inhibition above about 27%;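 further: cells stimulated with galanin 1-16 at roughly its EC80; 0% = agonist challenge control and 100% = basal control without agonist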
# Target sequence (O43603 whole entry, looked up): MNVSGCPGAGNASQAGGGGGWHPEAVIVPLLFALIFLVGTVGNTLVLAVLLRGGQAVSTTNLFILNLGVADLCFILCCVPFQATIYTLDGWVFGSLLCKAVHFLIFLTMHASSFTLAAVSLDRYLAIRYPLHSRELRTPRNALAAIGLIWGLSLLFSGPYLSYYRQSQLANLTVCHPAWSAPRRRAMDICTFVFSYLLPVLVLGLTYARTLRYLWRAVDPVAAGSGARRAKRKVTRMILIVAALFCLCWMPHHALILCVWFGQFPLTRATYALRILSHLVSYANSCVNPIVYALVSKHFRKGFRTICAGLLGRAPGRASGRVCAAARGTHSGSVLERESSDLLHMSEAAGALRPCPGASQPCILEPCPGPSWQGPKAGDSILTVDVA
# MRP-1 activ = activators of MRP-1; H69AR cells + doxorubicin, viability rescue, CellTiter-Glo; viability increase, % at 10 µM; hit rate 0.61% among 140,000;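 active means viability gain under doxorubicin at or above a set limit, the compound median plus 3 SD, cut at about 4.7% in these data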;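 further: MRP-1 overexpressing cells given doxorubicin 25 µM after compound pretreatment; 18-22 h compound pretreatment then 72 h with doxorubicin before readout; 0% = doxorubicin-only wells and 100% = vehicle-treated cells without doxorubicin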
# Yeast life ext = yeast lifespan extension; S. cerevisiae growth with nicotinamide, OD615; deaD strain in restrictive glucose medium; inhibition of the nicotinamide effect, % at 10 µM; hit rate 0.68% among 130,000; AID 775;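 active means inhibition above a set limit, placed 3 SD over the median of all compounds, cut at about 26% in these data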;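 further: 0% = nicotinamide-treated wells and 100% = cells grown without nicotinamide; some compounds called inactive have numbers as strong as hits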
#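 Assay system: engineered S. cerevisiae DeaD replicative-lifespan strain, galactose-grown log-phase cells; medium: restrictive CSMM-D dextrose medium; also added: nicotinamide, 1.5 mM, co-present with compound; schedule: 48 h compound exposure at 30 °C, humidified; detection: absorbance at 615 nm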
# HCT116 PTEN-null = suppresses growth of cells with PTEN deletion; HCT116 PTEN-null viability, CellTiter-Glo, 60 h; stronger effect = lower value; viability, % at 10 µM; hit rate 1.2% among 140,000; AID 827;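 active means viability at or below a set limit, 4 SD under the median of all tested compounds, cut at about 3.7% in these data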;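 further: PTEN knockout HCT116 line with beta catenin targeted HCT116 as companion control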
# NPY Y2 blocker = antagonists of human neuropeptide Y receptor Y2; P49146; NPY-Y2 expressing cells, antagonist mode; inhibition, % at 2.7 µM; hit rate 0.99% among 140,000; AID 793; in the data active means inhibition above about 17%;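 further: 0% = vehicle with agonist challenge and 100% = reference antagonist with challenge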
# Target sequence (P49146 whole entry, looked up): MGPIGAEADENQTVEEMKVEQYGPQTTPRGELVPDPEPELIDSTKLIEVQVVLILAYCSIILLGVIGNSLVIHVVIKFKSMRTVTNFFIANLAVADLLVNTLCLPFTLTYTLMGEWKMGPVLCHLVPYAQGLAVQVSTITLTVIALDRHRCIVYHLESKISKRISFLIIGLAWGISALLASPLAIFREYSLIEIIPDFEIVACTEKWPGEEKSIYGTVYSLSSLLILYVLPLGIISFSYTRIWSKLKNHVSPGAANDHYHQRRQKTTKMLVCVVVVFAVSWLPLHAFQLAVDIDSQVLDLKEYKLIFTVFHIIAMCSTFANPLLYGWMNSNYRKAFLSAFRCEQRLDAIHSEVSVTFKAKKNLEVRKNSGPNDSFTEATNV
# Phagocyt inh = inhibitors of macrophage phagocytosis. J774A.1 macrophage IgG-bead phagocytosis, imaging. inhibition, % at 5 µM. hit rate 0.07% among 110,000. AID 1029;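 active means inhibition above the mean of the plate negative controls plus 5 SD, cut at about 13% in these data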;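 further: phagocytic index as fraction of beads internalized from green versus red external bead signal; plate controls were DMSO negative control for no effect and cytochalasin-D positive control for full effect; some results beyond the cut were filed as inactive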
# bCat KO growth = beta-catenin-lacking colon tumor cell growth suppression | HCT116 beta-catenin knockout viability, CellTiter-Glo, 60 h; stronger effect = lower value | viability, % at 10 µM | hit rate 1.5% among 140,000 | AID 818;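 active means viability at or under a set limit, the compound median less 4 SD, cut at about 6% in these data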;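 further: 0% = Hyamine 1622 control at 20 µM and 100% = untreated cell control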
# E-sel TNF inh = blocks E-selectin expression induced by TNF alpha | HUVEC TNFa-induced E-selectin immunofluorescence, high content | inhibition, % at 2 µM | hit rate 0.71% among 120,000;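 active means inhibition above the batch mean plus 3 SD, and confirmed as a hit on visual image review, cut at about 43% in these data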;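 further: 0% = TNF-stimulated DMSO wells and 100% = unstimulated control wells; not every result past the cut was called active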
# Yeast growth inh = yeast BB579 growth reduction in restrictive medium; hit rate 0.51% among 140,000; AID 804; S. cerevisiae BB579 growth, OD615, 48 h; inhibition, % at 10 µM;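 active means inhibition above a set limit, 3 SD over the mean compound inhibition, cut at about 44% in these data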; further: inactives centre near -24
#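 Test system: DeaD yeast strain BB579 / Buffer or medium: restrictive glucose-based CSMM-D medium / Doses: single 10 µM dose / Schedule: 4 h cell preincubation, 48 h compound exposure, 30 °C humidified / Technique: culture absorbance at 615 nm / Controls: amphotericin B positive control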
# Active calls of the source: *; / = no result given; & = joins results of further samples.
# Below each compound: Measles CPE, GALR2 blocker, MRP-1 activ, Yeast life ext, HCT116 PTEN-null, NPY Y2 blocker, Phagocyt inh, bCat KO growth, E-sel TNF inh, Yeast growth inh
Cc1c(Cl)cnc(NC(=O)COC(=O)Cc2coc3ccc4ccccc4c23)c1Cl
→ 5.1, -6.0, -1.9, 2.0, 100.2, 9.3, -6.2, 87.0, /, -12.0
Cc1c(C(=O)O)cccc1-c1ccc(/C=N/Nc2ccc(Br)cc2)o1
→ 13.3, 8.2, 1.6, -5.9, 89.3, -2.2, -2.6, 87.7, /, 44.4*
CCOc1ccc(NC(=O)c2ccc(N)cc2)cc1
→ 7.4, 19.4, -2.6, -1.4, 90.8, 0.7, /, 91.5, -1.9, -19.4
O=C(COc1ccccc1[N+](=O)[O-])NCc1cccnc1
→ 11.7, -14.7, -2.6, -3.7, 99.3, 1.0, -4.2, 88.0, /, -17.3
COc1ccc(CNC(=O)C2COc3ccccc3O2)c(OC)c1 (centres undefined)
→ 15.3, 6.0, -0.4, -2.9, 89.9, -0.2, -0.6, 96.0, -18.6, -21.7
Cn1c(SCc2nc3ccccc3[nH]2)nnc1-c1cccs1
→ 9.0, 17.1, -0.1, -1.1, 100.7, 0.3, -0.2, 97.2, /, -28.3
Cc1ccccc1-n1c(C)nnc1SCC(=O)N1CCc2ccccc2C1
→ 13.3, -3.9, -2.1, -2.3, 99.0, 0.4, 3.0, 104.3, /, -16.3
CCNC(=O)c1ccccc1-c1nc(-c2ccccc2Cl)no1
→ 34.7*, 2.6, -0.9, -18.9, 84.2&90.4, 1.8, -0.3, 83.3, -14.0, 10.4
Cn1nnnc1SCc1cn2cccnc2n1
→ 2.8, -0.8, -1.6, -18.6, 95.5, 0.0, -0.4, 96.7, -9.1, -42.2
N#CCC(=O)NCCCOC(=O)Nc1ccc(Cl)c(Cl)c1
→ 14.4, 2.3, 0.2, -13.9, 68.9, -1.9, 0.3, 65.3, /, -10.0
CC1CCCN(C(=O)CSCC(=O)N=c2sc3ccccc3n2C)C1 (centres undefined)
→ 4.3, -4.8, -0.3, -1.7, 95.0, 7.7, -0.6, 82.2, 19.2, -55.3
Cc1cc(Oc2ccccc2F)nc(NCc2ccccc2)n1
→ 22.6, 8.4, -2.1, -4.7, 56.5, 24.4*, -1.8, 50.3, 10.9, -19.5
Cc1ccc(C(=O)NCC(=O)Nc2ccccc2C(F)(F)F)cc1
→ 4.0, 6.2, -0.9, -6.1, 99.3, 1.1, -4.6, 97.4, /, -12.0
CCc1ccc(NC(=O)CSc2nnc(-c3cccs3)n2CC)cc1
→ 19.9, -25.4, -0.5, -7.0, 78.4, 4.9, 0.6, 68.3, -1.2, -32.6
COc1ccc(NC(=O)CC2C(=O)N(c3ccc(OC)cc3)C(=O)N2C(C)C)cc1 (centres undefined)
→ 29.1, -7.7, 4.2, -13.2, 108.0, 2.2, -0.4, 104.2, -7.0, -73.0
CCCC(c1nnnn1C1CCCCC1)N1CCN(C2CCCC2)CC1 (centres undefined)
→ 3.8, 1.2, -1.7, -1.4, 77.8, 13.1, -1.7, 82.1, -8.3, -32.9
Brc1cccc(OCCn2ccnc2)c1
→ 13.3, -2.9, -2.5, -0.9, 84.0, 2.2, 1.4, 81.7, /, -14.4
NC(=O)c1cc(Cl)cn(-c2ccccc2)c1=O
→ 15.4, 6.1, -2.1, -5.3, 97.5, 0.7, 0.0, 97.3, 8.8, -15.1
O=S(=O)(NCc1ccc2c(c1)OCO2)c1cccc(S(=O)(=O)N2CCOCC2)c1
→ 27.7, -5.3, -2.7, -1.2, 88.1, 2.3, -0.1, 98.5, /, -16.7
COC(=O)CCN(C(=O)C1C2CC3CC(C2)CC1C3)c1ccccn1 (centres undefined)
→ 2.2, 12.6, -1.7, 0.4, 99.5, 1.6, /, 94.0, -28.8, -22.6
Cc1cccc(-c2nc(CSCC(=O)N3CCN(c4ccccn4)CC3)c(C)o2)c1
→ 16.4, 3.6, -4.4, -3.2, 46.6, 7.1, /, 34.0, /, -15.1
Cc1ccc(C)c(S(=O)(=O)Nc2ccc(S(=O)(=O)Nc3onc(C)c3C)cc2)c1
→ 9.9, 6.0, 1.1, -6.0, 106.7, 0.8, -1.5, 108.2, /, 0.8
Cc1nn(-c2ccccc2)c2c1C(c1ccc(F)cc1)C(C#N)=C(N)O2 (centres undefined)
→ 1.1, -1.4, -1.5, 0.9, 87.6, 0.8, 0.7, 97.6, -14.2, -52.8
O=C(Nc1cccnc1)c1cc(-c2cccnc2)nc2ccc(Br)cc12
→ 15.1, -14.4, -4.0, -7.4, 41.1, 1.2, -2.5, 67.9, -1.7, -27.3
CCN1CCCC1CNCc1cccc(OC)c1OCc1ccc(F)cc1 (centres undefined)
→ 6.2, -10.5, -1.9, 3.7, 90.1, 6.5, -3.9, 76.0, 12.3, -31.3
O=C(Cn1cc(S(=O)(=O)Cc2ccccc2)c2ccccc21)Nc1ccccc1
→ 3.4, -13.5, -2.4, 8.2, 87.2, 0.8, -3.4, 92.9, /, -26.9
Cc1cccn2c(=O)c(/C=C(\C#N)C(N)=O)c(N3CCN(Cc4ccc5c(c4)OCO5)CC3)nc12
→ 13.3, -7.4, -0.9, 5.3, 82.0, 4.7, -10.5, 92.2, -6.5, -28.3
O=C1CCCN1CC(CN1CCOCC1)Sc1nnnn1-c1ccccc1 (centres undefined)
→ 18.5, -1.9, -4.0, -14.2, 85.6, 2.4, -4.1, 80.8, /, -37.3
CCCCN(CC)C(=O)Cc1c(C(=O)O)[nH]c2ccc(Cl)cc12
→ 30.7, 4.8, -3.2, -8.7, 85.7, 3.7, -0.9, 84.7, -40.1, -9.2
COc1ccc(OC)c(NC(=O)C23CC4CC(C2)CC(n2cnc(Br)n2)(C4)C3)c1
→ 40.6, -4.3, -2.9, -8.4, 90.2, 3.4, -1.1, 84.3, 3.0, 0.2

# Further results follow.
# Below each compound: Measles CPE, GALR2 blocker, MRP-1 activ, Yeast life ext, HCT116 PTEN-null, NPY Y2 blocker, Phagocyt inh, bCat KO growth, E-sel TNF inh, Yeast growth inh
CCOc1nc(NCc2ccco2)nc(Nc2ccc(OC)cc2)n1
→ 4.0, 12.0, -0.1, -9.6, 90.5, 1.7, -0.4, 108.3, -2.5, -45.8
Cc1cc(NC(=O)c2c(-c3ccccc3Cl)noc2C)no1
→ 14.3, -7.3, -3.6, -4.1, 92.5, -1.6, 1.6, 92.0, -1.1, -32.4
Cc1cc(C)nc(-n2ncc3c2CC(c2ccccc2)CC3=O)n1 (centres undefined)
→ 10.7, -13.5, -0.2, -6.5, 80.0, 3.0, -6.7, 100.1, 10.0, -5.3
CN(C)c1ccc(C(=O)C(O)c2ccccc2)cc1 (centres undefined)
→ 19.2, -0.1, -2.8, /, 101.1, 8.9, /, 102.5, -16.9, -46.6
CCCc1[nH]nc2c1C(c1ccncc1)C(C#N)=C(N)O2 (centres undefined)
→ 10.2, 0.6, -1.4, -3.3, 89.9, -0.8, /, 89.9, 10.0, -11.2
CCCNC(=O)CCc1cc(C(C)(C)C)c(O)c(C(C)(C)C)c1
→ 3.2, -1.3, 1.0, 0.2, 102.4, 5.0, 5.8, 84.8, 12.9, -1.4
Cc1ccc(C2=NN(CC(=O)NCc3ccco3)C(=O)CC2)cc1
→ 18.2, -0.6, -3.1, -1.3, 95.5, 2.1, -8.2, 94.7, /, -13.0
COCCN1C(=O)C(=O)/C(=C(/O)c2cccc(OC)c2)C1c1ccco1 (centres undefined)
→ 6.0, 0.1, -1.0, -11.4, 103.2, 0.4, /, 97.0, -28.9, -31.1
Cc1nnc(SCCn2c(Br)nc3c2c(=O)n(C)c(=O)n3C)s1
→ 16.0, 9.8, 0.6, -6.2, 90.7, 5.5, -0.7, 97.3, -13.3, -36.1
Clc1ccc(/C=N/c2c(-c3ccc(Cl)cc3)nc3n2CCS3)cc1
→ 35.4, 6.0, -1.1, -20.5, 73.1, 0.0, /, 78.6, /, -33.5
COc1ccc(N(CC(=O)Nc2nccs2)S(=O)(=O)c2c(C)nn(C)c2C)cc1
→ 5.7, 7.1, -1.6, -10.6, 83.6, -0.4, -0.5, 84.7, /, 35.1
O=C(c1cc(-c2ccc(Cl)cc2)n(-c2cc(Cl)ccc2Cl)n1)N1CCOCC1
→ 19.1, 7.9, -3.3, -0.7, 74.2, 0.1, /, 89.1, /, -38.0
CCCNCC1COc2ccccc2O1 (centres undefined)
→ 14.6, 5.2, -2.4, -6.5, 97.3, 0.9, 3.1, 89.2, 0.6, -8.5
O=C(CSc1nnc(-c2cccc(S(=O)(=O)N3CCCCC3)c2)o1)NCCC1=CCCCC1
→ 33.8, 5.4, -1.5, -7.4, 81.9, 5.6, -0.3, 100.2, /, -55.2
c1ccc(-c2ccccc2OCCCCN2CCCCC2)cc1
→ 8.7, 1.1, -4.7, 4.4, 54.9, 10.2, -6.4, 67.7, /, -19.3
C=CCn1c(SCC(=O)NCc2ccco2)nc2sc(C)c(C)c2c1=O
→ 8.3, -2.1, -3.9, /, 98.1, 6.1, /, 91.3, -2.2, -46.3
O=C1CC(c2c[nH]c3ccccc23)C(=O)N1c1ccccc1 (centres undefined)
→ 8.6, 6.6, -2.5, /, 95.5, -0.6, /, 98.5, 6.1, -16.7
COc1ccccc1C(=O)Nn1cnc2ccccc2c1=O
→ 6.3, -3.0, 1.2, -3.2, 118.6, 0.9, /, 106.3, /, -31.7
O=C(COC(=O)CCCNC(=O)c1ccc(Cl)cc1)NC1CC1
→ 47.6*, 17.9, -2.1, -8.1, 94.0, 0.8, -1.5, 102.7, -6.7, 5.5
CC(C)NC(=O)COC(=O)c1cc(Br)ccc1Cl
→ 51.6*, -16.7, 0.1, -3.6, 92.8, 0.7, -0.3, 89.4, -10.8, -45.0
CCN(CC)S(=O)(=O)c1cc([N+](=O)[O-])ccc1N=Nc1c(O)[nH]c2ccccc12
→ 6.9, 6.0, -2.5, 0.1, 86.6, -3.4, -14.8, 78.3, /, -22.6
CC(C)(C)C1CCC(=NNS(=O)(=O)c2ccc(Br)cc2)CC1 (centres undefined)
→ 5.9, 10.1, 2.0, /, 102.7, 2.5, /, 100.4, -6.7, -1.6
O=C(COc1ccc(Cl)cc1)Nc1ccc(Cc2ccncc2)cc1
→ 6.8, -15.3, 0.0, -5.5, 82.7, 0.7, -3.3, 92.0, 14.0, -6.3
Cc1cc(C)c(C2C3=C(Nc4c2c(C)nn4-c2ccccn2)c2ccccc2C3=O)c(C)c1 (centres undefined)
→ 7.7, -6.8, -1.2, 8.6, 45.0, -1.9, -6.5, 24.1, /, -52.0
CCOC(=O)c1ccc(N2C(=O)CC(N(Cc3ccc4c(c3)OCO4)C(=O)Nc3ccccc3)C2=O)cc1 (centres undefined)
→ 5.0, -8.5, -2.4, -6.3, 89.4, 3.7, 0.1, 77.7, 13.7, -7.7
CCN(C(=O)CSc1nnnn1-c1cc(C)ccc1OC)C1CCS(=O)(=O)C1 (centres undefined)
→ 42.7, 9.6, -1.6, -8.2, 95.2, -0.9, -2.1, 93.6, -19.2, -31.2
Cc1ccccc1OCC(=O)Nc1ccc2c(c1)COC2=O
→ 1.5, -2.7, 0.7, -11.7, 96.2, -0.5, 0.1, 110.6, -35.5, -6.0
